Screening data as filed in PubChem BioAssay.
IL-1B inflam inh: inflammasome signaling inhibition, IL-1 beta readout; THP-1 LPS/ATP IL-1B secretion, AlphaLISA, 16 h; hits give low values; activity change, % at 57.5 µM; hit rate 4.7% among 360,000; in the data active = activity change below about -50%; inconclusive = mostly about -30% to -49%; note: % is set by controls: 0 for no effect and ±100 for the full control effect
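Secreted IL-1B measured by AlphaLISA bead assay after 16 h compound exposure of THP-1 cells; compounds (final up to 57.5 uM) added 1 h before LPS (250 ng/mL) and ATP (1.25 mM) stimulation; lower signal means less secretion.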
HT1080NT lethal: kills 2HG-producing HT-1080-NT fibrosarcoma cells; HT-1080-NT fibrosarcoma viability, CellTiter-Glo ATP luminescence, 48 h; Potency, µM (highest dose often 46.1 µM), without a hit: at the highest dose activity, negative = less viability, usual class: cytotoxic; hit rate 1.6% among 360,000; AID 686970;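 note: NT is the 2HG producing partner of a matched IDH1 knockdown line; potency is the fitted concentration of half-maximal effect; 0% = DMSO-treated cells and -100% = media-only wells without cells; nearly all actives have a fitted effect of over 55% in size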
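Toxicity toward the 2HG-producing NT line was scored as %Activity, normalised to DMSO and no-cell wells, from CellTiter-Glo luminescence after 48 hours' treatment.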
MCF10A rereplic: induces DNA re-replication in MCF 10a normal breast cells. MCF 10A DNA re-replication, Hoechst nuclear intensity, 48 h. Potency, µM (doses to about 46.1 µM), for inactives: at the top dose activity, positive = re-replication, hits mostly activators. hit rate 2.9% among 350,000; note: potency is the fitted concentration of half-maximal effect; % of control where 0% means no effect; nearly all actives have a fitted effect of over 50% in size
HT1080 IDH1KD tx: kills HT-1080 cells with IDH1 knockdown. Potency, µM (doses to about 46.1 µM), without a hit: at the top dose activity, negative = toxicity, hits mostly cytotoxic. AID 686971. HT-1080 IDH1 knockdown viability, ATP luminescence, 48 h. hit rate 2% among 360,000;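 note: potency is the fitted concentration of half-maximal effect; 0% = DMSO wells and -100% = cell-free medium wells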
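Using the IDH1-knockdown HT-1080 line run in the same batch and compound series as the NT line, viability after 48 h at 37 °C was determined by CellTiter-Glo luminescence and expressed as % activity.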
KB-3-1 tox: KB-3-1 parental cell cytotoxicity; KB-3-1 viability, CellTiter-Glo ATP luminescence, 72 h; Potency, µM (highest dose often 46.1 µM), for inactives: top-dose activity change, negative = cytotoxic, hits mostly cytotoxic; hit rate 1.4% among 400,000; AID 1347075; note: potency is the fitted concentration of half-maximal effect; % is set by controls: 0 for no effect and ±100 for the full control effect; nearly all actives have a fitted effect of over 60% in size
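Cells are dispensed, compounds pinned in, plates held at 37 °C for 72 h, then CellTiter-Glo is added and luminescence read after 10 minutes. Cell line: parental KB-3-1 in phenol-red-free DMEM, 10% FBS.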
SW480 rereplic: inducers of DNA re-replication in SW480 colon cancer cells; hit rate 1.8% among 340,000; Potency, µM (titrated, usually from 46.1 µM), inactives show top-dose re-replication activation, actives largely listed as activators; SW480 DNA re-replication, Hoechst DNA content imaging, 48 h; note: potency is the fitted concentration of half-maximal effect; % of control where 0% means no effect; nearly all actives have a fitted effect of over 55% in size
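250 cells/well; 23 nL cpd via pin tool; 48 hr, 37 C, 5% CO2; Hoechst 40 min; imager read of total nuclear intensity, ex 405/em 500-530 nm.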
ATXN2 expr inh: reduces ATXN2 reporter expression in HEK-293 cells; HEK-293 ATXN2-luciferase reporter, luminescence, 24 h; Potency, µM (series often up to 57 µM), for inactives: at the highest dose activity change, negative = inhibition, hits mostly inhibitors; hit rate 0.72% among 360,000; AID 1745845; note: potency is the fitted concentration of half-maximal effect; % is set by controls: 0 for no effect and ±100 for the full control effect; nearly all actives have a fitted effect of over 55% in size
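qHTS (up to 57 uM final) was run with 24 h compound exposure of reporter cells at 37 °C. Each well was multiplexed: SteadyGlo luminescence measured ATXN2-luciferase expression after a fluorogenic Gly-Phe-AFC viability readout (25 uM final).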
WRN inhibitor: blocks human WRN helicase; AID 651768; Potency, µM (series often up to 114 µM), without a hit: top-dose activity change, negative = inhibition, hits mostly inhibitors; Q14191; hit rate 0.46% among 360,000; WRN helicase unwinding, fluorescent forked duplex, kinetic; note: potency is the fitted concentration of half-maximal effect; % is set by controls: 0 for no effect and ±100 for the full control effect; nearly all actives have a fitted effect of over 55% in size
Target sequence (Q14191 whole entry, looked up): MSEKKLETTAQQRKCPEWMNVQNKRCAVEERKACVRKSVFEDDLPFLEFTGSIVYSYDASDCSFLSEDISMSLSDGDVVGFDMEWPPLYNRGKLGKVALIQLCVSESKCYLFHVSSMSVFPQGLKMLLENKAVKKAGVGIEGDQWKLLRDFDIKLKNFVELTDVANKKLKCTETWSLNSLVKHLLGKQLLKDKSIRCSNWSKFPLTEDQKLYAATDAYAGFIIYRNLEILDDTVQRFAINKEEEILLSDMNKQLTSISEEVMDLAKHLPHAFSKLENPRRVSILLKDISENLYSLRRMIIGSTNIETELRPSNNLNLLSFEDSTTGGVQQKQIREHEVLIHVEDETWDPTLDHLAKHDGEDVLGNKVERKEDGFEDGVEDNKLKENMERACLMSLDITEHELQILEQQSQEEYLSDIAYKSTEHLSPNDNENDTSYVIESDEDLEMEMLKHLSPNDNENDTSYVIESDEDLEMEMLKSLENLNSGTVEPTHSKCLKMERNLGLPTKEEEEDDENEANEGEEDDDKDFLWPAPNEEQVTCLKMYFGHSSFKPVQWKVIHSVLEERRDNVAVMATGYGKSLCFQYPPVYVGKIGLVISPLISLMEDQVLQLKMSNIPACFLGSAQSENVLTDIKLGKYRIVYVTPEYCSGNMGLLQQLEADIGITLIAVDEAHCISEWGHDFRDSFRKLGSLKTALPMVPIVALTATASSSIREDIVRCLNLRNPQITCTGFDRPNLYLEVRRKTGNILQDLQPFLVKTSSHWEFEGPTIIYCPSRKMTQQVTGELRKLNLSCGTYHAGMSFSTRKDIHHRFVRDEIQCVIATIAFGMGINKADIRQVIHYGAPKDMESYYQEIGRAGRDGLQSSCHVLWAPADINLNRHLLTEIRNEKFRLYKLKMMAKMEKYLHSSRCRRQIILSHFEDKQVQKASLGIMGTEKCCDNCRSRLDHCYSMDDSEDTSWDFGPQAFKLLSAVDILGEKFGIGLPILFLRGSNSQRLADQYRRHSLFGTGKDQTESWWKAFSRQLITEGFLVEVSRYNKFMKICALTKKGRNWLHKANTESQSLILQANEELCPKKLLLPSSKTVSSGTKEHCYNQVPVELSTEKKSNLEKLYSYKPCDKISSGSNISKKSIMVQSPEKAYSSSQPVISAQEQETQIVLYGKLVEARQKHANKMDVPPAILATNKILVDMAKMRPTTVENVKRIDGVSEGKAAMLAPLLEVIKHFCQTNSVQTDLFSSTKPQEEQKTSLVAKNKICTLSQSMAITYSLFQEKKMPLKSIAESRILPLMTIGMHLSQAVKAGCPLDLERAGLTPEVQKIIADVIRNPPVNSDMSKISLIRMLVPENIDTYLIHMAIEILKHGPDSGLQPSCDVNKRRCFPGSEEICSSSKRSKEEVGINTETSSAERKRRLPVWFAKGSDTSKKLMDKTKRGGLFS
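Kinetic fluorescence helicase assay: unwinding of a quenched forked DNA duplex (100 nM final) with 2 mM ATP final raises red fluorescence (525/598 nm). Compounds sat 15 min at room temperature with 20 nM WRN beforehand.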
KB-V1 cytotox: kills drug-selected multidrug resistant KB-V1 cells. hit rate 3.4% among 400,000. Potency, µM (series often up to 46.1 µM), without a hit: at the highest dose activity change, negative = cytotoxicity, most hits filed as cytotoxic. KB-V1 MDR cells viability, CellTiter-Glo, 72 h. AID 1347076; note: potency is the fitted concentration of half-maximal effect; % is set by controls: 0 for no effect and ±100 for the full control effect; nearly all actives have a fitted effect of over 60% in size
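Luminescent ATP read-out (CellTiter-Glo, 10 min) measures survival of drug-selected KB-V1 MDR cells after 72 h, 37 degrees C compound exposure. Medium: phenol-red-free DMEM, 10% FBS. Values from fitted concentration-response curves.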
* = called active by the depositor; ? = inconclusive; / = not tested or not shown; [ ] = another dose, or the depositor's remark. Unless noted, calls come from the whole dose curve; as a rule, active = well fitted curve in the direction sought with a large enough effect; inconclusive = small, poorly fitted or top-dose-only effect, or another doubt; inactive = no such curve, though single readings can be large; an effect the other way counts as inactive or inconclusive.

SMILES | IL-1B inflam inh | HT1080NT lethal | MCF10A rereplic | HT1080 IDH1KD tx | KB-3-1 tox | SW480 rereplic | ATXN2 expr inh | WRN inhibitor | KB-V1 cytotox
CNC(=O)COC(=O)/C=C/c1ccco1 | -10 | 0% | -1% | 0% | -18% | -4% | / | -3% | -7%
C=C(C)Cn1c2ccc(NC(=O)NCc3ccc(F)cc3)cc2c(=O)n1C | 21 | -4% | / | -10% | 0% | / | -6% | -1% | -4%
O=C(CSc1nc(-c2ccccc2)cs1)NCCN1C(=O)CSC1=O | -16 | 15% | -1% | 23% | 3% | -1% | 6% | -1% | -27%
Cc1cc(=O)[nH]c(SCc2ccccc2)n1 | 15 | -4% | 0% | 0% | -4% | 9% | 6% | -13% | -3%
O=C(O)/C=C/C(=O)Nc1ccc(C(=O)c2ccccc2)cc1 | 0 | 11% | 5% | 4% | 4% | -21% | -32% | 9% | 0%
COc1cc(Cl)c(C)cc1NC(=O)CSC1=NCCS1 | ? | -4% | 27% | 0% | -5% | -4% | / | -6% | -29%
CN(C)C(=O)c1nc2ccc(Cl)cn2c1CNCc1cccc(OC(F)(F)F)c1 | 32 | 4% | 11% | 0% | -5% | 29% | -22% | -1% | 2%
COc1ccc([C@H]2CC(=O)C=C(c3ccc(C(=O)O)cc3)C2)cc1OC | 3 | 17% | -5% | 8% | 0% | -1% | 1% | -8% | 15%
Nc1c(Cl)cc(-c2csc(N3CCCC3c3nc4cc(Cl)c(N5CCCCC5)cc4n3CCCO)n2)cc1Cl (stereo not given) | 23 | 1% | -14% | 2% | 16% | -5% | 8% | -4% | 24%
CCOc1ccc(NC(=O)CCc2nnc3ccc(N4CCC(C)CC4)nn23)cc1 | 0 | -11% | ? | -1% | -7% | ? | -4% | 8% | -15%
CCc1ccc(CNC(=O)C2CCC(=O)N2C2CCCCC2)cc1 (stereo not given) | -1 | 0% | 6% | -2% | -1% | -17% | -11% | -8% | 3%
CCOC(=O)Cn1cc(/C=N/N2C(=O)C3C4C=CC(C4)C3C2=O)c2ccccc21 (stereo not given) | -15 | 7% | ? | 5% | 16% | -16% | -9% | -5% | 4%
Cc1ccccc1N1CCN(S(=O)(=O)c2nnc(NC(=O)c3ccco3)s2)CC1 | 24 | -1% | ? | 7% | 6% | -23% | -6% | -13% | ?
Cc1cccc(C)c1NC(=O)CCCCCC1NC(=O)NC1C (stereo not given) | -55* | 4% | 1% | 1% | -8% | -11% | / | 1% | 1%
O=C(COc1ccc(S(=O)(=O)N2CCOCC2)cc1)NCCc1ccccc1 | 5 | 11% | 15% | 6% | -1% | -443%[inhibitor] | 1% | -8% | -6%
CC1CCN(CC(O)COC2CC(C)CCC2C(C)C)CC1 (stereo not given) | 0 | ? | 12% | -22% | ? | ? | -14% | -2% | -12%
Cc1ccc(N(C(=O)c2csnn2)C(C(=O)NCc2ccccc2)c2ccccn2)cc1 (stereo not given) | 2 | -5% | 1% | -8% | -8% | -3% | -6% | -4% | -36%
O=C(c1cccc([N+](=O)[O-])c1)N1CCN(c2ncccn2)CC1 | 1 | 0% | 5% | 0% | 1% | -36% | / | 1% | -5%
COc1ccc(C(=O)NCc2nnc(SCC(=O)c3ccccc3)n2C)cc1OC | 13 | 3% | 1% | 3% | -11% | -13% | -4% | 7% | 13%
CCc1nn(C(C)C(=O)NCCN2CCCCCC2)c(=O)c2cc3occc3n12 (stereo not given) | 18 | 2% | 0% | 5% | -2% | -18% | 4% | 5% | -2%
CC1(C)Cc2c(sc3ncnc(NNC(=S)NCc4ccccc4)c23)CO1 | 85 | ? | 3.3µM* | 1.8µM* | 5.2µM* | 3.7µM* | / | -1% | ?
Cc1nc(C(F)(F)F)ccc1C(=O)N1CCC1(C)C(=O)Nc1ccc2c(c1)OCO2 (stereo not given) | -18 | 3% | / | 2% | 0% | / | 10% | -1% | 3%
O=C(Cn1cc2c(n1)CCCC2)NCc1cccnc1 | 16 | 4% | 0% | 4% | 13% | -2% | 4% | 3% | 1%
Cc1cc([N+](=O)[O-])cc(/C=N\NC(=O)C2COc3ccccc3O2)c1O (stereo not given) | 86 | ? | 15% | ? | ? | ? | ? | 0% | -26%
Cc1ccc(S(=O)(=O)N2CCSCCSCCSCCSCC2)cc1 | -7 | 11% | -7% | 6% | 4% | -2% | -28% | -1% | -5%
Cc1[nH]c(=O)[nH]c(=O)c1Cc1cccc2ccccc12 | -5 | -7% | -5% | -13% | -14% | -6% | 4% | 4% | -20%
COc1ccc(C(=O)Nc2ccccc2[N+](=O)[O-])cc1S(=O)(=O)N1CCOCC1 | -62* | -1% | ? | -8% | / | 18µM* | -8% | -9% | /
COc1ccc(/C=N/N=C/c2ccc(OC)c(O)c2)cc1O | -11 | -4% | 19% | -2% | -3% | 4% | 3% | -8% | -14%
CCOc1ccc(NC(=O)COc2cccc3c2CCN(Cc2cccnc2)C3=O)cc1 | 57 | -1% | 0% | -1% | ? | 2% | 4% | -14% | -27%
CC(C)C[C@H]1CN([C@@H](Cc2ccccc2)CN2CCC[C@@H]2CN2C(=O)C(=O)NC[C@@H]2Cc2ccccc2)C(=O)C(=O)N1CCc1ccccc1 | -67* | ? | / | ? | ? | / | ? | -14% | 14%
CCN(CC(=O)Nc1ccccc1OC)C(=O)CN1C(=O)NC(C)(c2ccc3ccccc3c2)C1=O (stereo not given) | 0 | -3% | 1% | 5% | -7% | 3% | / | 1% | 1%
COc1ccc(C)cc1N(CC(=O)Nc1ccc(S(=O)(=O)N2CCOCC2)cc1)S(C)(=O)=O | 4 | -17% | 2% | -2% | ? | -6% | -2% | 5% | 5%
CC(C)CCNC(=O)c1c(CSc2ccc(Cl)cc2)noc1C(=O)NCc1ccccc1 | 0 | -2% | ? | 5% | -3% | 6% | -8% | -9% | -13%
CC(O)CNCc1cccc2ccccc12 (stereo not given) | 2 | -3% | 5% | 0% | 4% | -4% | 2% | 12% | 6%
OCCCCNCc1ccc(OCc2ccccc2Cl)cc1 | -23 | ? | 7% | ? | -2% | -5% | -6% | 3% | ?
COc1ccc(CNC(=O)O[C@]23C[C@H]4C(=O)N(c5ccccc5)C(=O)[C@H]4C[C@@]2(O)CN(S(=O)(=O)c2ccc(C)cc2)C3)cc1OC | 9 | 5% | / | 4% | -1% | / | 1% | -4% | 20%
Cc1ccccc1NC(=O)CNc1ccc(Cl)c(C(F)(F)F)c1 | -19 | 1% | 4% | -1% | -11% | / | -8% | -23% | ?
CN1CCN(S(=O)(=O)c2cccc(C(=O)Nc3sccc3C(N)=O)c2)CC1 | -19 | -11% | -6% | -8% | -1% | -6% | -6% | 0%[11.6 µM] | -6%
COC(=O)[C@@H]1C[C@@]2(O)[C@@H](O)[C@@H](O)[C@@H](O)C[C@H]2N1CC(c1ccccc1)c1ccccc1 | 18 | 0% | 19% | 9% | 11% | ? | -3% | 2% | 1%
Cc1c(CC(=O)O)c(=O)oc2cc(OCc3nn[nH]n3)ccc12 | -2 | 13% | 0% | 7% | 13% | 4% | -5% | -15% | 12%
COc1cccc(NC(=O)C(OC(=O)c2cnc(C)cn2)c2ccccc2)c1 (stereo not given) | 6 | -4% | 0% | 2% | 30% | -4% | 6% | 0% | 0%
CC1CCN(S(=O)(=O)c2ccc(C(=O)NCc3cccnc3)cc2)CC1 | 16 | 0% | 8% | 7% | 9% | -4% | -4% | 0% | -14%
COc1ccc(C)cc1S(=O)(=O)N(CC(=O)N1CCCC1)c1ccc(C)cc1 | -2 | 2% | -1% | 7% | 0% | -4% | 16% | -12% | ?
CCCC(O)(c1ccc(CC)cc1)C(CN1CCOCC1)c1ccccc1 (stereo not given) | ? | 33µM* | ? | 21µM* | ? | 0% | -23% | -9% | ?
O=C1CC(c2ccccc2)NC(=S)N1 (stereo not given) | 13 | 2% | / | -3% | 3% | / | / | 9% | 0%
O=C(Nc1cccc(S(=O)(=O)N2CCCC2)c1)c1ccco1 | 10 | -2% | -9% | 0% | -1% | 10% | / | -1% | -3%
CN1CCN(C(=O)c2ccc(NC(=O)c3ccc(Br)o3)cc2)CC1 | 5 | 28% | / | 1% | 7% | / | 12% | -3% | ?
O=C(COC(=O)C1CC1)Nc1ccccc1Sc1ccccc1 | 0 | 0% | 8% | 6% | -6% | -1% | 7% | -8% | ?
CSc1ccc(C2C3(C#N)C(N)=NC4(OCCO4)C23C#N)cc1 (stereo not given) | 13 | -2% | 14% | -2% | 11% | 0% | -8% | -1% | 43%
C[C@H](NC(=O)c1nc[nH]c1C(=O)N[C@@H](Cc1ccccc1)C(=O)OCc1ccccc1)C(=O)OC(C)(C)C | 14 | -2% | 23% | -20% | -4% | 1% | -19% | -8% | -4%
CN1CCC(N(C)C(=S)NCCc2ccccc2)CC1 | -8 | 2% | 1% | 2% | 14% | -2% | -13% | 2% | -6%
